SIAH1 antagonists: Siah-1 peptide-binding antagonists, primary screen, biochemical, fluorescence polarization, rhodamine-plectin, uHTS (AID 1817) | one-dose displacement, % at 20 µM; IC50 in µM for titrated hits | 0.02% of 290,000 active | E3 ubiquitin-protein ligase SIAH1 (Homo sapiens) | Siah-1 / rhodamine-plectin peptide fluorescence polarization; higher % means a stronger effect;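 active = displacement of at least 50% at 20 µM, with a fluorescence ratio check between 0.3 and a set limit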;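 also: plate controls were Siah plus tracer with DMSO for no effect and tracer alone without Siah for full effect; strong numbers were not always called active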
NTR1 agonist: agonists of NTR1, primary screen, imaging, U2OS cells, beta-arrestin-GFP, high content (AID 493036) | NTR1-U2OS beta-arrestin-GFP spot imaging, agonist mode | activation, % at 20 µM | 0.17% of 330,000 active | Neurotensin receptor type 1 (Homo sapiens), P30989;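 active = activation at or above 40% of the spot to cytoplasm intensity ratio, with at least 20 cells analyzed; inconclusive = wells under 20 cells, flagged as cytotoxic or low count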;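 also: 0% = DMSO without peptide and 100% = 100 nM NTR1 peptide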
Target sequence (P30989 whole entry, looked up): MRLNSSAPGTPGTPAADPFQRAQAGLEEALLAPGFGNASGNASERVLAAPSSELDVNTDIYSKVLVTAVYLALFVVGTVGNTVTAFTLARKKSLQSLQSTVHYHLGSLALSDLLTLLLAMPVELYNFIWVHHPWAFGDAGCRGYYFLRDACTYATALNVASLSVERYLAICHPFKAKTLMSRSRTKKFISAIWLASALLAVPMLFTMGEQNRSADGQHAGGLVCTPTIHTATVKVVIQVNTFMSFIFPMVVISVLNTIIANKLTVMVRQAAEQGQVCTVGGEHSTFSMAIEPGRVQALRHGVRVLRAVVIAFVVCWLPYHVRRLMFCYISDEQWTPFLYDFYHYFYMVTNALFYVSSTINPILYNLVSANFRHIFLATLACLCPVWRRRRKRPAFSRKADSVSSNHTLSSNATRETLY
West Nile virus CPE: West Nile virus antiviral activity, cell-based, CPE readout (AID 1621) | 0.02% of 290,000 active | one-dose CPE inhibition, % at 10 µM; IC50 in µM for titrated hits | West Nile virus-infected cells, CPE inhibition; higher % means a stronger effect; in the data active = a potency from the dose series; inconclusive = CPE inhibition mostly from about 3.7% at the one dose, without a potency; inactive = the rest, 99 in 100 with CPE inhibition below about 2.2%; also: strong numbers were not always called active
K1F lysis inhibition: inhibition of K1F phage lysis, E. coli UTI89, bacterial capsule biogenesis inhibitors, alamar blue (AID 488966); E. coli UTI89 K1F phage lysis, alamar blue, 2 h; higher % means a stronger effect; inhibition, % at 100 µM; hits with a dose series show IC50 in µM; 0.02% of 340,000 active;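 active = phage lysis inhibition, versus mean bacterial control, above a set limit; inconclusive = no clear call, values can overlap the other calls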;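 also: capsule biogenesis inhibitors block K1F phage lysis so surviving cells raise fluorescence; higher fluorescence means more inhibition of phage lysis; actives were called in the ten point dose series up to 300 µM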
AID2073: inhibitors of Mint1-CaV2.2 protein interaction, biochemical, HTRF (AID 2073); one-dose inhibition, % at 20 µM; IC50 in µM for titrated hits; Voltage-dependent N-type calcium channel subunit alpha-1B (Homo sapiens); HTRF protein-protein interaction, Mint1-CaV2.2; higher % means a stronger effect; 0.19% of 290,000 active; in the data active = inhibition mostly above about 51%, no sharp cut-off; inconclusive = no clear call, values can overlap the other calls; inactive = mostly below about 53%; also: some results filed as inactive read as strong as hits
RSV antiviral HEp-2: RSV antiviral activity via CPE protection, HEp-2 cells, primary 10 µM value included (AID 2391); one-dose CPE inhibition, % at 10 µM; IC50 in µM for titrated hits; 0.13% of 310,000 active; HEp-2 cells, RSV-induced CPE inhibition; higher % means a stronger effect; in the data active = a potency from the dose series; inconclusive = CPE inhibition mostly from about 23% at the one dose, without a potency; inactive = the rest, 99 in 100 with CPE inhibition below about 21%; also: strong numbers were not always called active
MgcRacGAP inhibition: MgcRacGAP GTPase-activating activity inhibitors, confirmation, biochemical, ADP Hunter fluorescence; Rac GTPase-activating protein 1 (Homo sapiens); MgcRacGAP-stimulated Rac1 GTP hydrolysis, ADP Hunter fluorescence; higher % means a stronger effect; GST-tagged Rac1 F28L mutant substrate; inhibition, % at 30 µM, or IC50 in µM where a hit was titrated; 0.6% of 340,000 active;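 active = first-screen hits whose inhibition reached a set limit at any dose in the follow-up dose series; inconclusive = inhibition above the set first-screen limit but never retested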;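 also: fluorescence reports GDP produced by GAP-driven GTP hydrolysis; strong numbers were not always called active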
SV40 large T antigen: SV40 large T antigen inhibitors, biochemical (AID 1903) | SV40 large T antigen ATPase/helicase inhibition assay; higher % means a stronger effect | inhibition, % at 20 µM, or IC50 in µM where a hit was titrated | 0.39% of 310,000 active; in the data active = a potency from the dose series; inconclusive = inhibition mostly from about 32% at the one dose, without a potency; inactive = the rest, 99 in 100 with inhibition below about 32%; also: strong numbers were not always called active
NS5 inhibitors: Dengue-2 NS5 methyltransferase inhibitors, primary screen, biochemical, confirmation dose response (AID 588689); Dengue-2 NS5 methyltransferase capping enzyme assay, biochemical; higher % means a stronger effect; inhibition, % at 25 µM; hits with a dose series show IC50 in µM; 0.3% of 340,000 active; in the data active = a potency from the dose series; inconclusive = inhibition above about 29% without an active follow-up result
NTR1 agonist cell count 20 µM: recorded beside NTR1 agonist, whose call it bears; cell count; measured here: cell count, cytotoxicity flag
NS5 inhibitors pilot replicate: second read-out of NS5 inhibitors, no call of its own (marks repeat the call); inhibition, %; measured here: pilot screen replicate inhibition
* marks the source's active call; other numbers are inactive results; ? = inconclusive; . = not tested or not shown; [ ] = dose if it differs, or a comment. Hits appear at their usual frequency; about 1.6% have a hit in one of these screens.

SMILES	SIAH1 antagonists	NTR1 agonist	NTR1 agonist cell count 20 µM	West Nile virus CPE	K1F lysis inhibition	AID2073	RSV antiviral HEp-2	MgcRacGAP inhibition	SV40 large T antigen	NS5 inhibitors	others
COc1cc(C(=O)Nc2cc(C(F)(F)F)ccc2-n2cncn2)cc(OC)c1OC	1.8%	0.0	83	1.3%	0.1%	-6.0%	0.8%	10.4%	13.1%	-1.8%
C/C(=N\NC(=S)Nc1cccc(C)c1)c1ccco1	3.2%	6.4	28	-0.6%	0.9%	3.8%	3.1%	8.1%	25.9%	-4.4%
CCc1cccc(C)c1NC(=O)CCCC(=O)O	-0.3%	-1.7	36	-0.1%	1.6%	4.2%	2.0%	-4.1%	7.9%	-9.6%
CCC(NS(=O)(=O)c1ccc(OC)cc1)C(=O)NCCC1=CCCCC1 (stereo unspecified)	2.4%	0.0	42	-0.1%	0.0%[50 µM]	3.5%	0.2%	4.8%	-10.7%	0.7%
[O-]C1=N/[N+](=C/c2ccc(Cl)cc2)CC1	-0.8%	-1.7	35	0.0%	2.4%	16.9%	0.1%	12.1%	18.0%	-9.8%
O=C(Cc1cccs1)N1CCN(S(=O)(=O)c2cccc([N+](=O)[O-])c2)CC1	-1.7%	0.7	62	-0.3%	0.4%	10.5%	2.2%	10.9%	17.6%	-19.4%
Cc1ccc(CN2CCNC(=O)C2CC(=O)N(C)C2CCCCC2)o1 (stereo unspecified)	11.8%	-1.4	89	0.2%	1.4%	-10.2%	1.1%	4.2%	19.0%	-1.8%
COc1ccc(NC(=O)CC2CC3CCC2C3)cc1S(=O)(=O)N1CCOCC1 (stereo unspecified)	.	-0.9	37	.	-2.9%	.	.	3.6%	.	-2.3%
O=C(NC1CC2CCCC(C1)N2C(=O)Nc1ccc(Cl)c(C(F)(F)F)c1)C1CC1 (stereo unspecified)	3.6%	-1.9	89	-0.4%	0.6%	-6.9%	2.9%	4.5%	10.3%	-1.6%
Nc1nonc1C(=O)NCCNCc1cc(Br)ccc1OCc1ccccc1F	-0.3%	2.7	79	-1.8%	0.3%	-5.4%	9.4%	2.2%	12.5%	0.7%
COc1ccc(-c2nnc(NC(=O)c3ccc(S(=O)(=O)N4CCc5ccccc5C4)cc3)o2)cc1	7.4%	-0.2	49	.	3.7%	7.6%	-2.1%	5.1%	8.0%	2.4%
COc1ccc(CCNC(=O)C2CC(c3cccc([N+](=O)[O-])c3)=NO2)cc1 (stereo unspecified)	2.2%	-0.3	82	-0.2%	4.1%	10.9%	1.0%	3.5%	8.0%	-0.8%
Cc1c(Cl)c([N+](=O)[O-])nn1CC(=O)NC(C)C1CC2CCC1C2 (stereo unspecified)	2.9%	-0.1	46	-0.2%	0.2%	-2.2%	-0.4%	2.1%	0.4%	-11.4%
Nc1nc(SCC(=O)Nc2ccc(Cl)c(S(=O)(=O)N3CCOCC3)c2)n[nH]1	-4.8%	0.3	40	0.3%	0.3%	-5.8%	0.4%	8.4%	2.8%	-0.6%
CCC(=O)c1ccc(OCC(=O)Nc2cccc(S(=O)(=O)N3CCCCCC3)c2)cc1	.	2.0	74	.	1.1%[50 µM]	.	.	1.3%	.	2.9%
Nc1c(Sc2ccccc2)c(=O)[nH]c(=O)n1Cc1ccccc1	.	-0.9	56	-1.0%	-0.3%	.	1.9%	0.4%	.	0.7%
CN1CCN(c2ccc([N+](=O)[O-])cc2C(=O)c2ccc(Br)cc2)CC1	-4.1%	7.0	85	1.7%	0.6%	1.7%	-2.1%	0.7%	13.5%	-0.7%	NS5 inhibitors pilot replicate=3.0
CC(SC(=S)N(C)Cc1cccs1)C(=O)O (stereo unspecified)	-2.1%	0.8	87	-0.4%	0.0%	-3.6%	1.8%	7.2%	2.7%	-4.5%
CCCCCCNCc1cccc(Br)c1	2.3%	-1.0	39	-1.4%	5.5%	-12.2%	1.5%	1.9%	16.7%	0.0%
CCOc1cc(CNc2ccc(O)cc2)ccc1OCc1ccc(Cl)cc1Cl	26.6%	2.4	31	0.2%	-0.2%	13.3%	10.6%	24.3%	19.7%	?
O=C(c1ccc(Sc2cccc(Cl)c2)c([N+](=O)[O-])c1)N1CCN(c2ccccn2)CC1	2.4%	0.8	62	-1.6%	0.1%	1.3%	17.2%	4.7%	7.3%	-1.5%
Cc1sc(NC(=S)NC(=O)C(C)(C)C)c(C(N)=O)c1C	-3.0%	-0.5	46	-0.1%	1.6%	-7.5%	-0.3%	8.9%	2.3%	-2.8%
Cc1ccc(S(=O)(=O)N2CCN(C(=O)CC(C)n3nc(C)c(Cl)c3C)CC2)cc1C (stereo unspecified)	-2.0%	2.1	62	-0.2%	-0.1%	5.3%	3.6%	2.5%	22.6%	-2.9%
COCCCN1C(=O)C(=O)/C(=C(/O)c2ccc(S(=O)(=O)N3CCOCC3)cc2)C1c1ccc(F)cc1 (stereo unspecified)	1.5%	0.4	50	0.5%	0.1%	2.2%	0.0%	5.2%	7.7%	-15.7%

No new results follow: entries from further up.
SMILES	SIAH1 antagonists	NTR1 agonist	NTR1 agonist cell count 20 µM	West Nile virus CPE	K1F lysis inhibition	AID2073	RSV antiviral HEp-2	MgcRacGAP inhibition	SV40 large T antigen	NS5 inhibitors	others
Nc1nc(SCC(=O)Nc2ccc(Cl)c(S(=O)(=O)N3CCOCC3)c2)n[nH]1	-4.8%	0.3	40	0.3%	0.3%	-5.8%	0.4%	8.4%	2.8%	-0.6%
CCC(=O)c1ccc(OCC(=O)Nc2cccc(S(=O)(=O)N3CCCCCC3)c2)cc1	.	2.0	74	.	1.1%[50 µM]	.	.	1.3%	.	2.9%

Following part:
SMILES	SIAH1 antagonists	NTR1 agonist	NTR1 agonist cell count 20 µM	West Nile virus CPE	K1F lysis inhibition	AID2073	RSV antiviral HEp-2	MgcRacGAP inhibition	SV40 large T antigen	NS5 inhibitors	others
O=C(c1csc(Nc2ccccc2Cl)n1)N1CCCC1	-5.9%	0.8	75	.	0.7%	10.8%	2.1%	10.0%	7.1%	-7.0%
COc1ccc(NC(C)=O)cc1NC(C)C(=O)Nc1ccc(F)cc1 (stereo unspecified)	-1.4%	-0.7	49	0.8%	0.0%	-10.7%	0.0%	10.0%	5.1%	-4.0%
O=C(Nc1c(-c2ccccc2)nc2sccn12)c1ccccc1	1.0%	-0.5	82	0.8%	0.9%	-2.3%	0.8%	-6.6%	3.6%	4.0%
Cc1ccc(C(=O)N/C(=C/c2cccs2)C(=O)NCC2CCCO2)cc1 (stereo unspecified)	0.0%	0.9	54	-0.5%	-1.1%	2.1%	-1.9%	1.7%	2.8%	-3.1%
O=C(NCc1ccccc1)C1CCN(S(=O)(=O)c2ccc(Cl)cc2)CC1	1.2%	-1.9	65	0.0%	0.1%	12.8%	0.3%	2.2%	-3.8%	-2.9%
Cc1cccc(NC(=O)C2CCCN2C(=O)Oc2ccccc2)c1C (stereo unspecified)	21.4%	-1.2	56	-0.1%	-1.9%[50 µM]	-1.6%	0.7%	4.5%	4.8%	6.1%
CCCCCCn1c(=O)c(C(=O)N/N=C/c2cccc(F)c2)c(O)c2ccccc21	-5.4%	-0.8	81	-0.2%	0.2%	-14.0%	0.0%	7.2%	6.8%	-7.2%
COc1ccc(CC(=O)Nc2cc(Cl)ccc2C(=O)O)cc1	7.2%	0.1	40	0.7%	2.9%	8.9%	2.0%	11.0%	15.7%	-4.7%
CCOC(=O)c1cnn(-c2ccccn2)c1N	-2.5%	1.4	53	0.4%	0.3%	-4.8%	0.6%	10.8%	-2.4%	-2.0%
CCCNC(=O)NC1CCCCCCC1	-0.5%	-0.5	71	-0.1%	0.1%	-5.9%	0.2%	8.3%	-0.9%	-13.8%
N#CC1=C(N)N(c2ccccc2)C(c2ccccc2)C1(C#N)C#N (stereo unspecified)	-1.7%	-0.7	34	-0.3%	-0.1%	-4.0%	-0.9%	7.1%	6.8%	-6.9%
Cc1sc2c(c1C)c(=O)n(-c1ccc(F)cc1)c(=O)n2CC(=O)NCc1ccco1	2.4%	.	.	-0.7%	0.4%	13.7%	.	5.2%	-1.8%	3.1%
CCOc1ccccc1CN1CCN(Cc2cc3ccccc3[nH]2)CC1CCO (stereo unspecified)	-1.7%	1.3	39	-0.2%	0.0%	-1.0%	-1.9%	5.0%	9.4%	-7.4%
C/C(=N\Nc1ccc(F)cc1)c1ccncc1	0.9%	2.0	60	-0.8%	4.3%	-7.3%	15.6%	6.4%	0.3%	2.5%
Cc1cc(N2CCN(C)CC2)nc2ccc(NC(=S)NCCCN3CCN(C)CC3)cc12	-0.1%	-1.8	58	-0.5%	0.3%	5.4%	-2.1%	26.6%	9.7%	7.5%
Cc1cccc(NC(=O)c2cccc(S(=O)(=O)N(C)c3ccccc3)c2)n1	.	-1.5	54	.	1.0%[50 µM]	.	6.1%	3.5%	.	-2.2%
CCCCOc1ccc(N(CC(=O)NCc2ccco2)C(=O)CCC(=O)Nc2nccs2)cc1	1.0%	3.6	50	0.0%	0.1%	-2.0%	0.2%	-0.6%	5.0%	3.3%
COc1ccc(C2=NS(=O)(=O)N(C)C(C(=O)N3CCCCC3)=C2)cc1	-3.3%	-1.5	87	0.2%	5.9%	14.2%	0.8%	6.9%	5.2%	-4.1%
CC(C)C[C@@H](CN(N=O)[C@@H](Cc1ccccc1)CN(C)N=O)N(CCc1ccccc1)N=O	5.2%	1.6	109	-0.2%	0.6%	17.3%	-0.6%	2.2%	9.6%	-10.4%
CN1CCN(CCCNC(=O)Cn2nc(-c3ccccc3)ccc2=O)CC1	-1.6%	0.3	39	-0.5%	2.5%	-2.9%	-0.7%	3.6%	5.6%	5.5%
CC1(C)CC(=O)C=C(Nc2ccccc2NC(=O)c2cnccn2)C1	2.3%	-0.7	64	0.3%	0.9%	-0.6%	1.4%	10.3%	1.7%	-2.4%
COCC(C)NC(=O)NC(=O)c1ccc(Cl)cc1 (stereo unspecified)	2.2%	0.4	36	-0.1%	0.2%[50 µM]	-0.3%	0.4%	0.8%	9.8%	-4.8%
COc1ccc(CCc2nnc(CCC(=O)NCC3CCCO3)o2)cc1 (stereo unspecified)	-4.4%	1.3	71	-0.2%	-0.2%	9.6%	-0.8%	-4.2%	4.0%	-10.8%
COc1ccccc1CNC(=O)CCC(=O)N1CCOc2ccc(C)cc21	3.7%	0.1	78	-0.7%	0.3%	4.5%	0.9%	17.1%	0.1%	2.8%
Cc1ccc2c(c1)N(CCC(=O)NC1CCCCC1)C(=O)CO2	-1.6%	7.1	40	0.0%	0.5%	3.8%	3.2%	4.9%	3.1%	-5.8%

Screening data: PubChem, several laboratories
